Compound activity: PubChem, National Center for Advancing Translational Sciences (NCATS)
rTrxR1 inhibitor: rat TrxR1 inhibition. Potency, µM (titrated, usually from 114 µM), without a hit: at the highest dose activity change, negative = inhibition, usual class: inhibitors. hit rate 1% among 390,000. O89049. recombinant rTrxR1, NADPH fluorescence consumption, selenite substrate; also: potency is read from the fitted curve at half-maximal effect; % is scaled to controls: 0 for no effect and ±100 for the full control effect; nearly all actives have a fitted effect of over 65% in size
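Rat TrxR1 (90 nM in the dispensed reagent) was pre-reduced with 400 uM NADPH for 5 min at room temperature, then incubated with compound for 15 min. After 400 uM selenite was added, NADPH fluorescence (Ex 340/Em 450 nm) was followed for 8 min.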
RGS4 inh: inhibitors of human regulator of G protein signaling 4 | hit rate 0.039% among 390,000 | AID 504845 | P49798 | Potency, µM (doses to about 114 µM), for the others: at the top dose activity change, negative = inhibition, hits mostly inhibitors | Transcreener GDP fluorescence polarization, RGS4-accelerated GTP hydrolysis; also: potency is read from the fitted curve at half-maximal effect; % is scaled to controls: 0 for no effect and ±100 for the full control effect; nearly all actives have a fitted effect of over 75% in size; some results filed as inactive show a strong effect at the top dose
Target sequence (P49798 whole entry, looked up): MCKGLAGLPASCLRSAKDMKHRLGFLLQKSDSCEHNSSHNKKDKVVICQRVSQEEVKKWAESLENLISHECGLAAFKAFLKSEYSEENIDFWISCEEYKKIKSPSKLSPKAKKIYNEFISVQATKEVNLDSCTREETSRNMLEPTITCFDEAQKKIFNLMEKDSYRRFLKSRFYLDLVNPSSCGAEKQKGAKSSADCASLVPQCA
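MLSMR compounds (23 nl, pin-transferred) preincubated 10 min at room temperature with a 500nM (2x) first reagent, then RGS4 at 900nM (2x) plus Transcreener GDP mix added; fluorescence polarization (620/688 nm) read before and after 90 min at 30 °C.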
TrxR1 substrate: substrates of rat thioredoxin reductase 1; purified TrxR1 substrate turnover, NADPH consumption readout; Potency, µM (doses to about 114 µM), without a hit: at the top dose activity change, negative = substrate turnover; hit rate 0.01% among 390,000; also: potency is read from the fitted curve at half-maximal effect; % is scaled to controls: 0 for no effect and ±100 for the full control effect; nearly all actives have a fitted effect of over 50% in size
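Rat TrxR1, dispensed at 90 nM, was prereduced with 400 uM NADPH (final) for 5 min at ~22 deg C, then incubated with compound 15 min before 400 uM selenite. A first-read NADPH fluorescence drop versus no-compound background flagged substrates.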
Vif-APOBEC3F blk: Vif-A3F binding inhibition | HeLa A3F-eYFP + Vif (tagged APOBEC3F with the HIV-1 protein that degrades it), YFP fluorescence increase | Potency, µM (titrated, usually from 46.1 µM), without a hit: at the top dose activity, negative = active | hit rate 0.2% among 390,000 | AID 602313; also: potency is read from the fitted curve at half-maximal effect; % of control where 0% means no effect; nearly all actives have a fitted effect of over 65% in size
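HeLa cells stably expressing A3F-eYFP plus Vif, plated and incubated overnight at 37 deg C, then exposed to compounds overnight at 37 deg C. Blocked degradation read as raised yellow fluorescence (Ex 488/Em 500-530).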
mIDH1 inhibitor: inhibitors of human mutant IDH1 R132H; O75874; IDH1-R132H enzyme, NADPH consumption, diaphorase/resazurin fluorescence; Potency, µM (series often up to 76.6 µM), for inactives: at the highest dose activity change, negative = inhibition, usual class: inhibitors; hit rate 0.093% among 390,000; also: potency is read from the fitted curve at half-maximal effect; % is scaled to controls: 0 for no effect and ±100 for the full control effect; nearly all actives have a fitted effect of over 65% in size
Target sequence (O75874 whole entry R132H, stated change not applied): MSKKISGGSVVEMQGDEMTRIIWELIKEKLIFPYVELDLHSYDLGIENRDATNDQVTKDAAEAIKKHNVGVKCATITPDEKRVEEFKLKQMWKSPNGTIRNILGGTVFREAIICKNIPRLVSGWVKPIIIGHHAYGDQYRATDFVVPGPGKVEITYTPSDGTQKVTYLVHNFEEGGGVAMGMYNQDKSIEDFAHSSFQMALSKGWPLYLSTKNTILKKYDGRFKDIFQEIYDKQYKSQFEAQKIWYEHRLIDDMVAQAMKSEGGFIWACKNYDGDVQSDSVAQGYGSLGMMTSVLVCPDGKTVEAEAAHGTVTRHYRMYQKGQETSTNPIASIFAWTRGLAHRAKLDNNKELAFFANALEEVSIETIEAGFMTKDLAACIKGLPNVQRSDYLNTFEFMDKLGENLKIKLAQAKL
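IDH1-R132H (0.5 ug/mL) preincubated 30 min with compound, then NADPH (0.016 mM) and alpha-KG (2 mM) added; 80 min at RT, pH 7.5. Remaining NADPH coupled via diaphorase/resazurin to fluorescence (540/590 nm); concentration-response curves normalized to no-enzyme control.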
USP1-UAF1 inh: blocks the human USP1/UAF1 deubiquitinase complex; hit rate 0.23% among 390,000; recombinant USP1/UAF1, Ub-Rhodamine cleavage fluorescence; Potency, µM (series often up to 57.1 µM), without a hit: at the highest dose activity change, negative = inhibition, most hits filed as inhibitors; AID 743255; also: potency is read from the fitted curve at half-maximal effect; % is scaled to controls: 0 for no effect and ±100 for the full control effect; nearly all actives have a fitted effect of over 60% in size; inactives centre near -12
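USP1/UAF1 complex at 1 nM was preincubated with compound for 15 min at room temperature, then Ub-Rho substrate (150nM final) was added. Fluorescence (480/540 nm) was read kinetically, 6 reads every 60 seconds.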
Glioma ERSR ind: inducers of ER stress response in human glioma cells. U87-MG GRP78 promoter luciferase reporter, 16 h. AID 602332. Potency, µM, inactives show top-dose activation, hits mostly activators. hit rate 0.02% among 420,000; also: potency is read from the fitted curve at half-maximal effect; series mostly up to about 76 µM; % of control where 0% means no effect; nearly all actives have a fitted effect of over 35% in size
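Stably transfected U87-MG human glioma cells carrying a GRP78-based luminescent sensor were seeded at 1000 cells/well, pin-dosed with compounds and incubated 16 h. Luciferase reagent was then added, and end-point luminescence was read after 10 min at room temperature.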
Vif-APOBEC3G blk: blocks the Vif interaction with human APOBEC3G. Q9HC16. hit rate 0.076% among 410,000. HeLa A3G-eYFP + Vif (tagged APOBEC3G with the HIV-1 protein that degrades it), YFP fluorescence, overnight. Potency, µM (top dose mostly 46.1 µM), for inactives: at the highest dose activity, negative = active, hits mostly inhibitors;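 also: potency is read from the fitted curve at half-maximal effect; % is scaled to controls: 0 for no effect and ±100 for the full control effect; nearly all actives have a fitted effect of over 60% in size; hits raise eYFP signal because A3G escapes Vif-driven loss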
Target sequence (Q9HC16 whole entry, looked up): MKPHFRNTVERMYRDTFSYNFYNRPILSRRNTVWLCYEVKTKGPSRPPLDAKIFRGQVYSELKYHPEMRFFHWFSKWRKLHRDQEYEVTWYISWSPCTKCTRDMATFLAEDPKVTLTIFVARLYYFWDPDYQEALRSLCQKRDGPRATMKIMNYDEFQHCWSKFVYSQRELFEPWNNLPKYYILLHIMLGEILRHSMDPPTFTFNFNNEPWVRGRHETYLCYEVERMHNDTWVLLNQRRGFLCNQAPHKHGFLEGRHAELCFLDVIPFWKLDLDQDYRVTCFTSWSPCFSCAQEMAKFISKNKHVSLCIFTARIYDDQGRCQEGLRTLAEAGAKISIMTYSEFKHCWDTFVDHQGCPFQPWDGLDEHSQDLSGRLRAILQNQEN
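HeLa cells stably expressing Vif and C-terminally eYFP-tagged A3G, seeded overnight at 37 deg C, then exposed to compound by pintool overnight at 37 deg C. Rise in yellow fluorescence (Ex 488/Em 500-530, Acumen) marks blocked Vif-driven A3G degradation.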
LDHA inh: inhibitors of human lactate dehydrogenase A; purified LDHA, NADH/diaphorase-resazurin fluorescence; hits give low values; hit rate 0.15% among 480,000; activity change, % (values are at about 110 or 230 µM); P00338; in the data active = activity change below about -30%; inconclusive = mostly about -25% to -30%;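 also: plate controls were DMSO wells for no effect and wells without enzyme for full effect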
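Human LDH5 at 2 nM final in Tris HCl pH 7.4 with 0.06 mM NADH and 0.2 mM pyruvate, reacted 5 minutes at room temperature. Remaining NADH coupled via diaphorase/resazurin; resorufin fluorescence read at 0 and 20 minutes, normalized to enzyme-free and DMSO wells.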
* marks the source's active call; other numbers are inactive results; ? = inconclusive; nt = no result given; & = joins results of further samples; [ ] = another dose, or the depositor's remark. Unless noted, calls follow the shape of the dose curve; as a rule, active = well fitted curve in the direction sought with a large enough effect; inconclusive = small, poorly fitted or top-dose-only effect, or another doubt; inactive = no such curve, though single readings can be large; an effect the other way counts as inactive or inconclusive.

SMILES	rTrxR1 inhibitor	RGS4 inh	TrxR1 substrate	Vif-APOBEC3F blk	mIDH1 inhibitor	USP1-UAF1 inh	Glioma ERSR ind	Vif-APOBEC3G blk	LDHA inh
O=C(Cc1ccccc1)N1CCCC(c2nc(-c3ccc(S(=O)(=O)N4CCCC4)cc3)no2)C1 (stereo not given)	19%	7%	2%	4%	-3%	-6%	1%	0%	-1
O=C1CC(c2c(Cl)cccc2Cl)c2c(ccc3ccccc23)N1 (stereo not given)	22%	-1%	0%	-5%	6%	?	-4%	-9%	-1
COC(=O)c1cc(OC)c(OC)c(OC)c1NC(=O)c1ccc(S(=O)(=O)N(C)C)cc1	-2%	12%	-1%[57.1 µM]	-5%	0%	4%	4%	2%	-8
Cc1[nH]n(S(=O)(=O)Cc2ccccc2)c(=O)c1N=Nc1ccccc1Cl	21%[57.1 µM]	-13%	-5%	13%	1%	-14%	-1%	2%	0
c1ccc(C(c2nnnn2C2CCCC2)N2CCN(c3nc4ccccc4s3)CC2)cc1 (stereo not given)	8%	35%	-4%	6%	4%	-11%	-1%	-1%	1
COc1cc(Br)ccc1C1C(C(=O)Nc2ccc(C)cc2C)=C(C)Nc2nnnn21 (stereo not given)	-4%	-9%	1%	-1%	-10%	-21%	-2%	-2%	-12
Cc1ccc(S(=O)(=O)N2C[C@H]3C(=O)C[C@@H](c4cccc(Cl)c4)N(S(=O)(=O)c4ccc(C)cc4)[C@H]3C[C@H]2c2ccc(Cl)cc2)cc1	nt	nt	nt	-1%	-2%	-10%	-7%	0%	-12
COc1ccc(C)cc1NC(=O)CCNS(=O)(=O)c1ccc2c(c1)CCC(=O)N2	10%	10%	-2%	-4%	0%	-22%	-1%	0%	-2
COC(=O)c1ccc(NC(=O)CN(c2ccc(C)cc2)S(=O)(=O)c2c(C)nn(C)c2C)cc1	18%[57.1 µM]	6%	11%[57.1 µM]	2%	1%	?	-4%	1%	-4
CCCCNC(=O)Cn1c(SCc2cccc(F)c2)nc2ccncc21	4%	-14%	-9%	nt	nt	nt	1%	0%	-9
O=C(N/N=C/c1ccc(N2CCCCC2)o1)c1ccccc1[N+](=O)[O-]	10µM*	?	-2%	?	2%	-14%	-15%	?	11
CC(C)OC(=O)c1ccc(NCc2cc(O)ccc2O)cc1	-4%[11.4 µM]	-40%	-3%[11.4 µM]	?	3%	-24%	-13%	?	35
O=C(CSc1nc2c(oc3ccccc32)c(=O)[nH]1)Nc1cccc(Cl)c1	11%	17%	0%	-8%	-14%	-2%	?	-12%	-11
CCN1C(=O)[C@H]2[C@H]3CN=C(SCc4ccc(Cl)cc4)N3[C@@](Cc3ccccc3)(C(=O)OC)[C@H]2C1=O	31%	6%	7%	-2%	3%[38.3 µM]	?	-4%	-12%	3
Cc1cc(C)n(C(=O)N(c2ccccc2)c2ccccc2)n1	-12%	-4%	-3%	4%	2%	-12%	-5%	-1%	0
Cc1cc(OCC(=O)NC2CC(C)(C)NC(C)(C)C2)c2c(C)c(C)c(=O)oc2c1	14%	33%	75%[activator]	-21%	-13%	-12%	-1%	-1%	-2&3
CC(=O)Nc1cccc(-n2nnc(SCC(=O)c3ccccc3)n2)c1	-11%	-7%	-9%	14%	-6%	3%	8%	2%	-3
CCOC(=O)/C=C1\SC(C)C(=O)N1CC(=O)N(CCC#N)c1ccccc1 (stereo not given)	10%	14%	0%	9%	-7%	1%	6%	1%	-11
CCOC(=O)c1nnc(-c2ccccc2)nc1NC	-2%	25%	-9%	1%	18%	3%	0%	-1%	-4
CCSc1ncccc1C(=O)N[C@@H](CCSC)C(=O)OC	19%	21%	-2%	-3%	-6%	-4%	-9%	4%	-6
Cc1cccc2c1cnn2C(=O)CCC(=O)NCc1ccc(F)cc1	9%[57.1 µM]	6%	10%[57.1 µM]	5%	-7%	-11%	-5%	6%	-4
COc1ccc(S(=O)(=O)Nc2cccc(C)c2C)c2cccnc12	26%	0%	5%	1%	-5%	?	-2%	-11%	2&13
CCOC(=O)c1cnc(-c2ccccc2)[nH]c1=O	7%	21%	-9%	-22%	15%	3%	6%	3%	-2
CCn1c(=N)n(CCO)c2ccccc21	22%[57.1 µM]	-18%	9%[57.1 µM]	-5%	-3%	-6%	-5%	-3%	-5
C[C@H](CO)N1C[C@H](C)[C@@H](CN(C)Cc2ccccn2)Oc2ncc(Br)cc2C1=O	nt	nt	nt	-5%	13%	-11%	-5%	-2%	3
SMILES	rTrxR1 inhibitor	RGS4 inh	TrxR1 substrate	Vif-APOBEC3F blk	mIDH1 inhibitor	USP1-UAF1 inh	Glioma ERSR ind	Vif-APOBEC3G blk	LDHA inh
CCN(CC(=O)NC1CCS(=O)(=O)C1)S(=O)(=O)c1ccc(Cl)c(C(F)(F)F)c1 (stereo not given)	12%	-1%	1%	9%	5%	-8%	0%	-4%	-8
Oc1ccc(N=Nc2ccccc2)cc1	4%[57.1 µM]	-18%	1%[57.1 µM]	0%	-7%	-15%	?	-12%	0
O=C(C[n+]1ccccc1Cl)c1ccc(F)cc1	5%	nt	3%	nt	nt	nt	-3%	3%	nt
CC(=O)c1nccs1	19%	-10%	5%	-9%	0%	-24%	-2%	2%	-5
Cc1cccc(C(=O)Oc2coc(CSc3nnc(NC(=O)C4CC4)s3)cc2=O)c1	-20%	-2%	-11%	6%	1%	-17%	-3%	1%	0
O=C(Nc1ccc(CN2CCS(=O)(=O)CC2)cc1)c1ccc(Cl)cc1	28%[57.1 µM]	-8%	8%[57.1 µM]	1%	-3%	-17%	-6%	2%	-10
O=C(Nc1ccc(N2CCN(C(=O)c3ccccc3)CC2)c(Cl)c1)c1ncn[nH]1	24%	-27%	3%	9%	5%	-18%	-3%	0%	-4
COc1ccc(/C=C(/NC(=O)c2ccc(C)cc2)C(=O)NCC2CCCO2)cc1 (stereo not given)	15%[57.1 µM]	30%	-6%	12%	1%	-24%	6%	0%	-2
Cc1cccc(NC(=S)NC(=O)c2cc(-c3ccccc3)nc3ccccc23)c1	-7%	2%	-10%	1%	2%	-7%	-7%	1%	-5
N#Cc1c(Nc2ccccc2)s[nH]c1=O	-21%[57.1 µM]	?	2%[57.1 µM]	?	-2%	7%	-3%	-6%	-6
NNC(=O)C=C1CCN(c2ncc(C(F)(F)F)cc2Cl)CC1	-23%	-20%	1%	2%	3%	-20%	-4%	0%	1
CS(=O)(=O)c1ccc(Cl)c(NC(=O)CCc2ccccc2)c1	18%[57.1 µM]	-6%	5%	15%	2%	-4%	-2%	0%	-3
CCN(C(=O)CN1C(=O)c2ccc([N+](=O)[O-])cc2C1=O)C1CCS(=O)(=O)C1 (stereo not given)	21%	9%	4%	-6%	2%	-5%	-6%	-1%	0
COc1ccccc1NC(=O)C12CC3CC(C1)CC(c1ccc(C)cc1)(C3)C2	25%[57.1 µM]	54%[activator]	7%[57.1 µM]	0%	7%	-13%	-3%	5%	-12
Clc1ccc(CSc2nnc(CN3CCOCC3)n2-c2ccccc2)cc1Cl	3%[57.1 µM]	8%	12%[57.1 µM]	4%	5%	-6%	-8%	-5%	-1
O=c1[nH]c2ccccc2c(=O)n1CCCO	8%[57.1 µM]	-17%	14%[57.1 µM]	1%	3%	-7%	-3%	2%	-1
CCC(C)Sc1ccc([C@@H]2[C@H]3C(=O)N(CC)C(=O)[C@H]3[C@]3(C(=O)OC)CCCN23)cc1OC (stereo not given in full)	6%[57.1 µM]	-2%	6%[57.1 µM]	8%	-1%	-11%	-5%	2%	0
Nc1ccc(-c2nnc(-c3ccc(-c4ccccc4)cc3)o2)cc1	8%[57.1 µM]	-38%	41%[activator][57.1 µM]	-1%	7%	-13%	1%	-10%	-3
COc1ccc(N2CC(C(=O)N/N=C/c3cccs3)CC2=O)cc1 (stereo not given)	18%	-22%	0%	-19%	5%	-22%	1%	-4%	-8
CCCCn1cnc2c(SCc3ccc([N+](=O)[O-])cc3)nc(N)nc21	5%	28%	-4%	5%	0%	0%	1%	0%	-8
C=CCOc1ccc2c(c1)CCC1C2CCC2(C)C(O)C(O)CC12 (stereo not given)	16%[57.1 µM]	-43%	-2%[57.1 µM]	-13%	11%	?	3%	-7%	6
CCOc1ccccc1C(=O)N/N=C/c1c[nH]c2ccccc12	14%[57.1 µM]	-5%	8%[57.1 µM]	-5%	6%	-14%	4%	-1%	-1
C/C(=N/NC(=O)c1cccs1)c1c(C)[nH]n(-c2nc3ccccc3s2)c1=O	6%	2%[11.4 µM]	-1%	?	-2%	-16%	-11%	-11%	-11
CCOCCOC(=O)c1[nH]c2c(c1C)C(=O)CC(c1ccc(N(C)C)cc1)C2 (stereo not given)	20%[57.1 µM]	-20%	-2%[57.1 µM]	-7%	0%	-5%	-3%	-21%	6
CCC(C(=O)O)n1c(C(F)(F)F)nc2ccccc21 (stereo not given)	4%[57.1 µM]	13%	10%[57.1 µM]	4%	5%	-21%	0%	-3%	-3
O=C(c1cc2ccccc2o1)N(Cc1nnc(-c2ccccc2Cl)o1)C1CC1	-3%	-2%	-7%	-16%	8%	-2%	6%	-8%	-10

Some of the compounds tested. The share of hits here may be higher or lower than overall.
